Mdm2 MdmX PPI = inhibitors of human Mdm2-MdmX association, primary screen, cell-based, luminescence, split luciferase, SaOS-2, uHTS; inhibition, % at 8 µM; actives 3% (n = 330,000); SaOS-2 split-luciferase Mdm2/MdmX complementation; AID 485346, 2010;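 active = inhibition of at least 50% at 8 µM in the primary screen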
Target sequence (O15151 whole entry, looked up): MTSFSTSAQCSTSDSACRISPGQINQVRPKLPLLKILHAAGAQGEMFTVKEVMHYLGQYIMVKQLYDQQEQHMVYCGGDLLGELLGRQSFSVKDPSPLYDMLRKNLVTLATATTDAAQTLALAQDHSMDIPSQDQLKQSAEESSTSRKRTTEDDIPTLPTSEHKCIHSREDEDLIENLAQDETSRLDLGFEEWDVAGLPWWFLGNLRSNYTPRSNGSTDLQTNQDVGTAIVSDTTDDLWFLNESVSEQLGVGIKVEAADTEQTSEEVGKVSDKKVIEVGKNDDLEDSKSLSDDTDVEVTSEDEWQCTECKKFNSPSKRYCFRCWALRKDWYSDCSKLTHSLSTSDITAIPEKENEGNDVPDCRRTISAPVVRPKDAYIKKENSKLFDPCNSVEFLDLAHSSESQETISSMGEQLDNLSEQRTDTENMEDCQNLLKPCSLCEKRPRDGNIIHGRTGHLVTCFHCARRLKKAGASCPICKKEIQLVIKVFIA
Target sequence (Q00987 whole entry, looked up): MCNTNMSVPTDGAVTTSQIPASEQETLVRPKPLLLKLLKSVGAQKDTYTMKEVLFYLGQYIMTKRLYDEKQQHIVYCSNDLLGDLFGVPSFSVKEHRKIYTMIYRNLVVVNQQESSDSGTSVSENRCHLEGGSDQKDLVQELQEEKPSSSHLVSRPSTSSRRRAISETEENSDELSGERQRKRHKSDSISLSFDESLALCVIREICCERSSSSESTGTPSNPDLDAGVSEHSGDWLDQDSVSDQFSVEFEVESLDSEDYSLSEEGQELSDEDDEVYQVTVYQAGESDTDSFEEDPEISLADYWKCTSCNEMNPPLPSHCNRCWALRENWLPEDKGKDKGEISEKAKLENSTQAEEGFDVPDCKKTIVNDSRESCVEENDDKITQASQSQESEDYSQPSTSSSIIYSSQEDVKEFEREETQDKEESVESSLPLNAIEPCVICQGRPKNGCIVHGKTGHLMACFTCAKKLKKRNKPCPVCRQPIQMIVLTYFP
TIM10 inh = growth inhibitors of isogenic TIM10 control yeast, primary screen, counter-screen for tim10-1 yeast inhibitor project, luminescence, uHTS | S. cerevisiae TIM10 strain growth, BacTiter-Glo luminescence, 24 h | inhibition, % at 10 µM | actives 1.4% (n = 330,000);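 active = inhibition of 40% or more at the single tested concentration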;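 note: wild-type TIM10 isogenic control strain grown at permissive 25 °C; 0% = DMSO yeast wells and 100% = minimal medium wells without yeast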
APJ agonist = agonists of human apelin receptor APJ, primary screen, CHO-K1 cells, PathHunter beta-arrestin, luminescence; 0% DMSO wells, 100% apelin; actives 0.11% (n = 330,000); activation, % at 20 µM; AID 2520, 2010;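 active = activation more than six SD over the plate average, tested at 20 µM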;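 note: 0% = DMSO alone and 100% = apelin-13 at 10 nM; some results filed as inactive read as strong as hits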
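Incubation: overnight seeding, 90 min compound at 25 °C, 1 h detection; test system: PathHunter CHO-K1 APJ (AGTRL-1) beta-arrestin reporter cells; amount: 1000 cells/well; doses: one dose, 20 µM compound, 1% DMSO; measured by: beta-gal luminescence; measure: agonist-driven arrestin binding to APJ; benchmarks: negative DMSO alone, positive Apelin-13 at 10 nM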
XBP1 UPR activ = activators of adaptive XBP1 UPR arm, primary screen, cell-based, CHO-XBP1 luciferase reporter, luminescence, uHTS | IRE1-XBP1 UPR activation; percent of tunicamycin response, DMSO as zero | activation, % at 20 µM | actives 0.33% (n = 330,000) | AID 463104, 2010;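 active = versus positive control, 20 µM dose yields 30% or more activation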;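 note: 100% = tunicamycin at 10 µg/mL and 0% = DMSO only wells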
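Material: CHO-XBP1 cells stably carrying IRE1-XBP1-driven luciferase reporter / Amount: 1000 cells per well / Compound: 20 µM, 1% DMSO / Times: 6 h treatment, 37 °C / Detection: luciferase luminescence / Measure: % activation of reporter signal versus tunicamycin and DMSO controls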
APJ antag = antagonists of human apelin receptor APJ, primary screen, CHO-K1 cells, beta-arrestin complementation, luminescence. P35414. inhibition, % at 20 µM. actives 0.32% (n = 330,000);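 active = inhibition above about 40% at 20 µM, limit read from the data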;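 note: cells challenged with 10 nM apelin-13 agonist together with compound; plate controls were apelin-13 plus DMSO wells for no effect and DMSO wells lacking apelin-13 for full effect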
tim10-1 inh = growth inhibitors of tim10-1 mutant yeast, primary screen, luminescence, uHTS; S. cerevisiae tim10-1 ts strain growth, BacTiter-Glo, 24 h; inhibition, % at 20 µM; actives 2.2% (n = 330,000);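 active = inhibition of at least 40%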;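 note: mutant grown at 25 °C; 0% = DMSO wells with yeast and 100% = wells holding no yeast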
CXCR6 block = CXCR6 receptor inhibitors, primary screen, cell-based, beta-arrestin, luminescence, CHO-K1 PathHunter, 1536-well | AID 602244, 2012 | inhibition, % at 20 µM | actives 0.36% (n = 360,000); in the data active = inhibition above about 34%, passing the limit was not always enough;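 note: antagonist mode with CXCL16 agonist at 10 nM final; 0% = 10 nM CXCL16 with DMSO and 100% = unstimulated wells without agonist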
tim23-1 inh = growth inhibitors of tim23-1 mutant yeast, primary screen, luminescence, uHTS; actives 1.3% (n = 330,000); S. cerevisiae tim23-1 growth, BacTiter-Glo luminescence, 24 h; inhibition, % at 20 µM; AID 463212, 2010;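 active = growth inhibition of the mutant yeast at or above 50%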;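 note: temperature-sensitive mutant grown at 25 °C; plate controls were DMSO-treated mutant yeast for no effect and medium wells lacking yeast for full effect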
UPR CHOP act = activators of apoptotic CHOP UPR arm, primary screen, cell-based, CHO-CHOP luciferase reporter, luminescence, uHTS; activation, % at 10 µM; UPR activation; percent of tunicamycin response over DMSO baseline; actives 0.34% (n = 330,000);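 active = at 10 µM dose, activation of 40% or more, normalized to positive control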;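 note: 100% = tunicamycin at 10 µg/mL and 0% = DMSO alone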
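Test system: CHO-CHOP cells, stable luciferase reporter of PERK-eIF2a-CHOP signalling | Quantity: 500 CHO-CHOP cells per well | Buffer or medium: F12 plus 10% serum | Compound dosing: 10 µM single point, 0.5% DMSO | Schedule: 6 h compound treatment, 37 °C | Signal: Luciferase luminescence | Control set: Tunicamycin high control, DMSO low control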
* hit, by the source's call. Only part of the results is shown; rates above refer to the full screens.

Sample of the layout, 2 compounds:
SMILES	Mdm2 MdmX PPI	TIM10 inh	APJ agonist	XBP1 UPR activ	APJ antag	tim10-1 inh	CXCR6 block	tim23-1 inh	UPR CHOP act
O=c1c2[nH]c3cccc(Cl)c3c2ncn1Cc1ccncc1	-25	0	2	-2	4	21	-11	5	-0.1
CC(=O)NCc1ccc(S(=O)(=O)N/N=C/c2ccc(Br)cc2)cc1	-1	-8	-6	0	15	8	-4	22	1.3

The list itself, repeating the preview:
SMILES	Mdm2 MdmX PPI	TIM10 inh	APJ agonist	XBP1 UPR activ	APJ antag	tim10-1 inh	CXCR6 block	tim23-1 inh	UPR CHOP act
O=c1c2[nH]c3cccc(Cl)c3c2ncn1Cc1ccncc1	-25	0	2	-2	4	21	-11	5	-0.1
CC(=O)NCc1ccc(S(=O)(=O)N/N=C/c2ccc(Br)cc2)cc1	-1	-8	-6	0	15	8	-4	22	1.3
O=C(CCCNS(=O)(=O)c1cccc2nsnc12)NCc1ccc(Cl)cc1	15	-3	-4	-1	9	7	4	7	-0.5
C=CCCN(Cc1ccccc1)S(=O)(=O)c1cc(Br)ccc1Br	43	-17	-4	-3	10	3	8	7	0.2
CCCCNc1nc(N)nc(-c2cc(Cl)ccc2O)n1	21	-69	2	-5	10	27	-2	21	2.0
O=C(O)CCCC(=O)N1CCN(c2nc(-c3ccccc3)c3ccccc3n2)CC1	18	4	-4	2	-63	10	-4	5	0.3
COc1ccc(-c2ccc(SCC(=O)N3CC(=O)Nc4ccccc43)nn2)cc1	-29	2	2	-3	-22	-9	-10	3	4.7
O=C1Nc2cc(C(=O)N3CCOCC3)ccc2SC1N1CCOCC1 (stereo not drawn)	29	-19	-2	2	-12	13	-3	4	3.0
Cc1cc(C)n(C(C)CC(=O)Nc2ccc3c(c2)OCO3)n1 (stereo not drawn)	3	-3	-4	-1	11	20	0	12	2.6
COc1ccc(-c2sc3cc4c(cc3c2C#CCO)OCO4)cc1	-23	5	1	6	16	11	0	31	5.0
CC(C)CN(CC(C)C)C(=O)COc1ccccc1C(N)=O	16	-3	-1	-3	4	-4	2	-3	0.7
O=S(=O)(Nc1nc2cc3c(cc2nc1Cl)OCCO3)c1ccccc1	2	7	3	0	-9	1	1	20	0.6

Only XBP1 UPR activ and Mdm2 MdmX PPI, for some of the entries so far:
structure | XBP1 UPR activ | Mdm2 MdmX PPI
Cc1cc(C)n(C(C)CC(=O)Nc2ccc3c(c2)OCO3)n1 (stereo not drawn) | -1 | 3
COc1ccc(-c2sc3cc4c(cc3c2C#CCO)OCO4)cc1 | 6 | -23

Other compounds:
SMILES	Mdm2 MdmX PPI	TIM10 inh	APJ agonist	XBP1 UPR activ	APJ antag	tim10-1 inh	CXCR6 block	tim23-1 inh	UPR CHOP act
O=C(NC1CCCCCC1)C1CCCN(S(=O)(=O)c2cccs2)C1 (stereo not drawn)	3	3	-4	1	-5	7	6	3	1.2
COC(=O)c1ccccc1NC(=O)Nc1ccc(Br)cn1	-5	0	-2	-3	-25	-7	1	21	1.4
CCCn1cnc2cc(NCc3ccccn3)ccc21	-11	4	1	-4	-37	-13	-9	-4	1.2
CCCCOc1ccc(N(CC(=O)NCCOC)C(=O)CCC(=O)Nc2ccccn2)cc1	23	-10	-2	2	2	7	7	-6	0.0
O=C1c2ccccc2C(Nc2ccc3c(c2)OCCO3)N1Cc1ccccc1 (stereo not drawn)	21	23	-4	-5	-1	40	-8	39	-3.4
CC(=O)c1cccc(OCC(=O)OCC(=O)Nc2cc(S(=O)(=O)N3CCCCC3)ccc2C)c1	-1	2	-2	-3	5	2	3	22	1.3
CN(C)S(=O)(=O)c1ccc(Cl)c(C(=O)NCCNC(=O)c2cc(S(=O)(=O)N(C)C)ccc2Cl)c1	-20	11	-3	0	-7	13	-2	1	-0.8
CCOC(=O)c1c(NC(=O)Cn2cnc3scc(-c4ccc(C)cc4)c3c2=O)sc(C)c1C	16	5	1	0	8	12	-7	18	3.2
Cc1ccccc1NS(=O)(=O)c1cc(C(=O)N2CCc3ccccc3C2)ccc1C	37	4	-2	-4	-12	42*	1	37	2.0
O=C(OCn1ncc(Cl)c(Cl)c1=O)c1cccc(C(F)(F)F)c1	82*	53*	-1	-7	38	72*	50*	74*	-11
CC1(C(=O)OCC(=O)Nc2nnc(-c3ccccc3)o2)CC1(Cl)Cl (stereo not drawn)	27	-2	-7	-3	9	-8	-1	7	1.8
COc1ccc(-c2nc3n(n2)C(c2ccccc2)C2=C(CCCC2=O)N3)cc1OC (stereo not drawn)	-13	14	0	1	-1	4	3	9	-0.7
Cc1onc(-c2ccccc2)c1C(=O)Nc1ccc(-c2nnc3n2CCCCC3)cc1	-30	-14	9	-2	-15	11	6	12	-0.6
COC(=O)c1sccc1NC(=O)CSc1ccccc1NS(=O)(=O)c1cc(Cl)ccc1Cl	40	10	-4	-2	-8	32	-6	31	1.6
Cc1ccc(S(=O)(=O)N[C@@H](Cc2ccccc2)C(=O)N2CCC(C(=O)N[C@@H](CC(C)C)C(=O)O)CC2)cc1	13	10	-3	-6	6	1	7	21	0.0
COc1cccc(N/C(SC)=C(/C#N)C(=O)NCc2cccs2)c1	-6	23	1	0	12	35	1	40	0.8
N#CC1(NC(=O)COC(=O)c2nc(Cl)c(Cl)c(N)c2Cl)CCCCC1	5	-5	-3	1	18	-7	-5	4	-1.4
O=C(CSc1ccc2c(c1)OCCO2)Nc1ccc2c(c1)OCO2	13	9	-1	-1	3	22	-19	8	1.4
CN(C)S(=O)(=O)c1cccc(-c2cn3ccccc3n2)c1	16	11	-2	7	-5	17	2	23	1.0
CCC(=O)Nc1ccc(S(=O)(=O)Nc2ccccn2)cc1	0	9	0	-5	-7	10	4	-1	-0.4
COc1ccc(-c2nc3ccccc3s2)cc1NC(C)=O	-98	16	0	4	6	-2	2	13	6.3
COc1cccc(C(=O)NNC(=O)C(=O)Nc2ccc(C)c(Cl)c2)c1	29	-1	-3	-3	10	-20	-2	8	-0.4
COc1cccc(NC(=O)C2CCCN(S(=O)(=O)c3cccc4nsnc34)C2)c1 (stereo not drawn)	36	19	1	-2	11	16	-8	9	-0.9
CCOC(=O)N1CCN(C(=O)CSc2nc(=O)n3ccccc3n2)CC1	22	14	11	-1	17	4	0	-3	-0.2
COc1ccc(C(=O)C[n+]2cccc(C)c2C)cc1[N+](=O)[O-]	13	-13	-5	-1	-6	3	8	14	-1.7
CCC(C)/C(C)=N/NC(=O)C1COc2ccccc2O1 (stereo not drawn)	31	17	-3	4	-11	11	-2	-4	2.3
COc1cccc(CNC(=O)Cn2ncc3c(=O)oc4ccccc4c32)c1	7	5	-7	-3	5	-2	-6	-6	-1.0
O=C(Nc1ccncc1)C1CCN(S(=O)(=O)c2cccs2)CC1	0	3	-2	6	-10	17	-8	0	0.7
CCOP(=O)(OCC)c1nc(-c2ccc(F)cc2)oc1NCc1ccccc1	24	19	-4	0	9	22	7	13	0.9
Cc1c(C#N)c(O)[nH]c(=O)c1N=Nc1ccc(Cl)c(C(=O)O)c1	-10	11	-3	-4	22	-5	6	-3	2.6
COc1ccc(N2CCN(S(=O)(=O)c3ccc(-n4cnnn4)c(C)c3)CC2)cc1	4	7	3	1	-3	5	14	18	2.4
CC(=O)Nc1cc2c3c(c1)CC(=O)N3CCC2	-10	-2	0	-4	10	3	-10	1	2.3
CCOC(=O)C1(CCc2ccccc2)CCN(C(=O)C2CCCO2)CC1 (stereo not drawn)	-8	0	-2	1	26	10	9	5	4.7
COc1ccc(NS(=O)(=O)Cc2ccccc2Cl)cn1	11	14	1	0	-40	31	-1	39	2.1
C/C(=N\NC(=O)c1ccccc1-n1cccc1)C1CC1	1	19	-3	2	-4	1	8	18	0.8
CCOc1ccccc1NC(=O)CSc1nnc(-c2ccncc2)o1	14	0	-4	0	4	3	-5	7	-0.6
O=C(NCC(c1ccco1)N1CCc2ccccc21)c1ccccc1Cl (stereo not drawn)	16	24	-1	-1	14	27	2	30	0.5
Cc1ccc(CNC(=O)C2CCN(C(=O)c3cccc(Cl)c3)CC2)cc1	7	4	-10	-4	14	-4	2	-10	3.4
CCCc1ccc(C(=O)NNC(=O)c2ccc(Br)cc2)cc1	17	3	3	-2	-23	-15	0	10	-0.1
CCOC(=O)c1ccc[n+](C(C)C(=O)c2ccc(-c3ccccc3)cc2)c1 (stereo not drawn)	13	-9	-5	-4	-1	0	1	13	-0.4
CN(C)c1ccc(C(=O)OCC(=O)NCCNC(=O)COC(=O)c2ccc(N(C)C)cc2)cc1	8	-6	-9	-4	11	-5	-7	-1	0.7
CN(C)C(=O)N1CCNCC1	34	3	-3	0	7	0	-4	1	-2.2
CC1CCCC(NC(=O)C2COc3ccccc3O2)C1C (stereo not drawn)	-19	19	-4	0	8	19	-1	36	0.0
O=C(NCc1ccccc1)C(c1ccc(O)cc1)N(C(=O)Cn1nnc(-c2cccs2)n1)c1ccc2c(c1)OCCO2 (stereo not drawn)	18	19	-4	-1	8	14	-1	14	3.5
CCOC(=O)CNC(=O)CSc1ccc(-c2nc3ccccc3[nH]2)cn1	-25	-7	-3	-6	-6	-8	-6	10	-0.6
O=C(Nc1cccnc1)c1ccc(Oc2ccccc2)cc1	-98	15	5	5	8	-13	-9	0	3.9
COc1ccccc1NC(=O)Cn1cnc2sc(C(=O)NCc3ccco3)c(C)c2c1=O	-10	8	1	-3	-3	10	-22	7	-0.1
CSCCC(NC(=O)c1ccco1)C(=O)N1CCN(Cc2ccccc2)CC1 (stereo not drawn)	7	2	-5	-1	-46	-19	-2	-5	0.4
COc1cc(C#N)c(N=C(SCC#N)N2CCOCC2)cc1OC	8	-4	-3	-1	12	10	7	3	-1.0
CCOC(=O)Cc1csc(NS(=O)(=O)c2ccc3c4c(cccc24)C(=O)N3CC)n1	19	0	-3	-3	-2	14	1	4	-2.9
O=C(NC1CCCc2ccccc21)c1ccc([N+](=O)[O-])cc1 (stereo not drawn)	-2	0	-2	0	-3	-16	2	6	2.1
C/C(=N\NC(=O)C(c1ccccc1)c1ccccc1)c1ccc(O)cc1	13	10	-2	-2	-20	17	3	23	-1.8
C=CCS(=O)(=O)c1cccc2cccnc12	-1	1	-4	0	6	-8	4	-3	-0.1
Cc1ccccc1C(=O)NCC(=O)OCCOc1ccc(C(C)C)c(C)c1	-8	2	-3	-1	5	9	0	13	0.3
CC(C)=NOc1nc(N2CCOCC2)nc(N2CCOCC2)n1	2	8	1	0	-10	4	2	13	2.6

Copied from the list:
CC(C)=NOc1nc(N2CCOCC2)nc(N2CCOCC2)n1 – TIM10 inh: 8
COc1cc(C#N)c(N=C(SCC#N)N2CCOCC2)cc1OC – tim23-1 inh: 3
O=C(NC1CCCc2ccccc21)c1ccc([N+](=O)[O-])cc1 (stereo not drawn) – tim23-1 inh: 6

High-throughput results deposited in PubChem by Sanford-Burnham Center for Chemical Genomics.
